High-throughput results deposited in PubChem by several laboratories.
Mac1 fbg inh = inhibitors of human CD11b/CD18 binding to fibrinogen; inhibition, % at 10 µM; K562 CD11b/CD18 adhesion to fibrinogen, ATPlite luminescence; Mn2+ added to activate the integrin; 93,000 compounds, 0.54% hits; AID 1497;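 active means primary inhibition of 50% or more at 10 µM, then 40% or more on retest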; further: some results filed as inactive read as strong as hits
ERa coact pot = ER-alpha (human) coactivator binding potentiation; P03372; TR-FRET ERalpha-LBD/SRC-Cy5 coactivator binding, 2 h; 100 = basal binding, no effect; coactivator binding (% of control), % at 25.6 µM; 86,000 compounds, 1.3% hits; AID 639; in the data active means activity above about 200%;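 further: binding measured in presence of low estradiol as agonist stimulus; 0% = peptide alone without receptor and 100% = receptor with peptide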
Target sequence (P03372 whole entry, looked up, the tested form may be a part): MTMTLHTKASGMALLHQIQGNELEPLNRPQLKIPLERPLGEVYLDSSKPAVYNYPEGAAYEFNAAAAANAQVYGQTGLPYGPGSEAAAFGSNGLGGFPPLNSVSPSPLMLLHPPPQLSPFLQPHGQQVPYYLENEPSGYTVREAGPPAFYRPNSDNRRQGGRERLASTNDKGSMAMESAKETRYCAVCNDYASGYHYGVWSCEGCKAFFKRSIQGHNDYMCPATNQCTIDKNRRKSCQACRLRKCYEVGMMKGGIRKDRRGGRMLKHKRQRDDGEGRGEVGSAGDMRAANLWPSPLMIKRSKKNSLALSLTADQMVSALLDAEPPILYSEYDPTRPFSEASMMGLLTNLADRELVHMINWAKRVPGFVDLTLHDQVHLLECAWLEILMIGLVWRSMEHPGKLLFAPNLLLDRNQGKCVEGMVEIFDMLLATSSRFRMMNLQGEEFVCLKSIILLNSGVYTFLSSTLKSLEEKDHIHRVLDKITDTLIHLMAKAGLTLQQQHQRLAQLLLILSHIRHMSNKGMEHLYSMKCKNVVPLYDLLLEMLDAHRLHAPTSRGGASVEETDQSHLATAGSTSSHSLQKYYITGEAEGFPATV
Plk1 PBD FP = Plk1 (human) PBD binding inhibition | P53350 | 97,000 compounds, 0.13% hits | inhibition, %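 (tested at about 20 µM)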 | Plk1 PBD phosphopeptide binding, fluorescence polarization; in the data active means inhibition above about 34%, passing the limit was not always enough
FAK inh = inhibitors of human focal adhesion kinase; biochemical FAK kinase activity assay; inhibition, %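 (tested at 7 µM)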; Q05397; 97,000 compounds, 0.84% hits; in the data active means inhibition above about 19%;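 further: 0% = DMSO and 100% = reference compound high control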
ERb SRC1 inh = blocks coactivator binding to human estrogen receptor beta; Q92731; TR-FRET ER-beta LBD / SRC1-Cy5 peptide binding; receptor agonist-loaded with 1 µM estradiol; inhibition, % at 25.6 µM; 86,000 compounds, 1.3% hits; AID 633;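 active means compounds whose percent inhibition of the receptor-coactivator binding signal exceeds about 50% in the single-dose screen, limit read from the data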;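 further: 0% = receptor plus peptide wells without compound and 100% = peptide-only wells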
Mac1 fbg enh = increases human CD11b/CD18 adhesion to fibrinogen; P05107+P11215; K562 CD11b/CD18 adhesion to fibrinogen, ATPlite luminescence; activation, % at 10 µM; 93,000 compounds, 0.07% hits;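 active means 10 µM primary screen giving 50% or more activity, confirmed by 40% or more on retest at that dose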; further: strong numbers were not always called active
ERa SRC1 inh = ER-alpha (human) coactivator binding inhibition | P03372 | inhibition, % at 25.6 µM | 86,000 compounds, 1.7% hits | TR-FRET ER-alpha LBD / SRC-1 peptide, estradiol-bound; in the data active means inhibition above about 50%;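 further: 0% = receptor plus peptide control and 100% = peptide only without receptor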
PLK1 kinase inh = PLK1 (human) kinase inhibition; P53350; recombinant PLK1 kinase, TR-FRET peptide phosphorylation; inhibition, % at 10 µM; 97,000 compounds, 0.53% hits; AID 619;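 active means inhibition of 50% or more in the single-concentration screen; inactive means inhibition below 50%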;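 further: 0% = DMSO max control and 100% = H-89 dihydrochloride min control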
Rev-RRE block = inhibitors of HIV-1 Rev-RRE RNA interaction | Rev peptide-RRE RNA binding, FRET | inhibition, % at 8 µM | 97,000 compounds, 0.79% hits | AID 704;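 active means inhibition above the screen-wide mean plus 3 SD, cut at about 35% in these data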;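 further: 0% = median DMSO wells and 100% = median Neomycin B control wells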
Target sequence (P05866 whole entry, looked up): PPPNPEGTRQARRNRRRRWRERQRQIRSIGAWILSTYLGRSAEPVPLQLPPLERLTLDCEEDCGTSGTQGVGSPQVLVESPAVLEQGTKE
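System: Cy5-labelled duplex RRE RNA binding fluorescein-labelled HIV Rev peptide; Signal: fluorescein-to-Cy5 FRET, 480 nm excitation; Also added: labelled Rev peptide; Compound: one concentration, 8 µM nominal; Buffer or medium: HEPES pH 7.5 salt buffer with EDTA; Read-out: % inhibition of FRET ratio versus controls; Schedule: 5 min preincubation and 15 min binding, 25 °C.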
* = called active by the depositor; nt = no result given; [ ] = remark or other dose.

1. CCCC(C(=O)O)N1C(=O)/C(=C2\C(=O)N(C)c3ccccc32)SC1=S (stereo not drawn)
2. CCOc1ccc(C)cc1S(=O)(=O)Nc1cccnc1
3. CC1(C)CC(N(Cc2ccco2)C(=O)Cc2ccccc2)CCO1 (stereo not drawn)
4. CC(C)OC(=O)COc1ccc(-c2ccccc2)cc1
5. CC(C)(C)C(=O)Nc1ccc(C(=O)Nc2cccnc2)cc1

Compound | 1 | 2 | 3 | 4 | 5
PLK1 kinase inh | nt | -12 | -1 | 1 | -10
ERb SRC1 inh | -2[fluorescence artefact?] | 13[fluorescence artefact?] | -22 | -5 | -1[fluorescence artefact?]
ERa SRC1 inh | -4[fluorescence artefact?] | -5 | -22 | -6 | 8[fluorescence artefact?]
Mac1 fbg enh | -1 | nt | 0 | -5 | -4
Plk1 PBD FP | nt | 10 | -13 | 8 | -12
ERa coact pot | 81[fluorescence artefact?] | 92[fluorescence artefact?] | 102 | 109 | 127
Rev-RRE block | nt | 0 | -6 | 15 | 4
FAK inh | nt | -3 | -7 | -2 | -1
Mac1 fbg inh | 11 | nt | -16 | 14 | -5

6. COc1ccc(C(C(=O)NCc2ccccc2)N(Cc2ccc3c(c2)OCO3)C(=O)c2cnccn2)cc1 (stereo not drawn)
7. Cc1cc(C)nc(NC(=O)/C=C/c2ccc(Cl)cc2Cl)c1
8. C[C@H](NC(=O)NCCc1ccccc1)C(=O)O
9. CC1=CC(C)(C)N(C(=O)CSc2nccn2C)c2cc(C)ccc21
10. CCn1c(-c2ccc(N(C)C)cc2)nc2ccccc21

Compound | 6 | 7 | 8 | 9 | 10
PLK1 kinase inh | -4 | -9 | -3 | -12 | -10
ERb SRC1 inh | 9 | nt | -15 | -2 | 5[fluorescence artefact?]
ERa SRC1 inh | -12 | nt | -8 | -2 | -3
Mac1 fbg enh | 2 | -2 | 0 | 0 | -2
Plk1 PBD FP | -9 | 13 | 41 | -16 | 39
ERa coact pot | 123 | nt | 125 | 95 | 107
Rev-RRE block | 7 | 8 | 5 | 4 | 3
FAK inh | 0 | 2 | 11 | 5 | 15
Mac1 fbg inh | -1 | 0 | 10 | 3 | 59*

11. CC(C)Oc1ccc(/C(O)=C2/C(=O)C(=O)N(CCN3CCOCC3)C2c2ccccc2)cc1 (stereo not drawn)
12. CC(OC(=O)c1cccs1)C(=O)NCc1ccccc1 (stereo not drawn)
13. CCOC(=O)c1cc(C)n(Cc2ccccc2)c1C
14. Clc1ccc(-c2n[nH]c3c2CCC3)c(Cl)c1
15. O=C(Nc1ccc2c(c1)OCO2)c1cnn2c(C(F)(F)F)cc(-c3ccco3)nc12

Compound | 11 | 12 | 13 | 14 | 15
PLK1 kinase inh | -16 | -6 | -4 | -4 | -7
ERb SRC1 inh | -13 | -16 | 5 | 28[fluorescence artefact?] | 27
ERa SRC1 inh | -5 | 3 | -2 | 11 | 26
Mac1 fbg enh | 5 | -1 | -4 | 1 | 14
Plk1 PBD FP | 13 | 10 | -2 | -5 | 11
ERa coact pot | 77 | 135 | 94 | 67[fluorescence artefact?] | 85
Rev-RRE block | 6 | 13 | -2 | 11 | 7
FAK inh | 0 | 1 | 2 | 8 | 1
Mac1 fbg inh | -14 | -9 | 0 | 2 | -2

16. CCCCCSc1nnc2c(n1)OC(c1cccn1C)N(C(C)=O)c1ccccc1-2 (stereo not drawn)
17. O=C(O/N=C\c1ccc(N2CCCCC2)c([N+](=O)[O-])c1)c1cccc(C(F)(F)F)c1
18. Cc1csc(NC(=O)c2ccccc2[N+](=O)[O-])n1
19. COc1cc(OC)cc(C(=O)NC(=S)NCc2ccco2)c1
20. CCn1c(N2CCN(S(=O)(=O)c3ccccc3C(F)(F)F)CC2)nc2ccccc21

Compound | 16 | 17 | 18 | 19 | 20
PLK1 kinase inh | -4 | -8 | -1 | -8 | -5
ERb SRC1 inh | -3 | nt | nt | nt | 6
ERa SRC1 inh | -7 | nt | nt | nt | 3
Mac1 fbg enh | nt | 0 | 0 | 1 | -2
Plk1 PBD FP | -11 | -3 | -1 | 0 | -11
ERa coact pot | 108[fluorescence artefact?] | nt | nt | nt | 97
Rev-RRE block | 6 | 17 | 9 | 2 | 11
FAK inh | -2 | 1 | -1 | 1 | -1
Mac1 fbg inh | nt | 1 | -1 | -17 | 7

21. CC(C)(C)S(=O)(=O)c1ccc2nc3c(n2c1)CCCC3
22. Cc1ccc(NC(=O)COC(=O)CCc2c[nH]c(=O)[nH]2)cc1
23. COc1c(Cl)cnn(-c2ccc(C)cc2)c1=O
24. COc1ccc(C2/C(=C(/O)c3ccc4c(c3)CC(C)O4)C(=O)C(=O)N2CCN2CCOCC2)cc1 (stereo not drawn)
25. CC(=O)c1cccc(NC(=O)N2CCCC2C(=O)NCc2ccc(C)cc2)c1 (stereo not drawn)

Compound | 21 | 22 | 23 | 24 | 25
PLK1 kinase inh | -5 | -1 | -8 | -8 | 1
ERb SRC1 inh | -10 | 2 | nt | -1 | 8[fluorescence artefact?]
ERa SRC1 inh | -20 | -1 | nt | -10 | -7
Mac1 fbg enh | 0 | -1 | 1 | 0 | -4
Plk1 PBD FP | -3 | 1 | -26 | 5 | 9
ERa coact pot | 116 | 91 | nt | 126 | 104
Rev-RRE block | 10 | 10 | 2 | -1 | -3
FAK inh | 3 | 3 | -6 | 1 | -3
Mac1 fbg inh | -5 | -24 | 5 | -10 | -46

26. Cc1cc(S(=O)(=O)NCC(c2ccccc2)c2ccccc2)ccc1-n1cnnn1
27. COc1ccccc1-c1cn(S(=O)(=O)c2ccc(C)cc2)nc1N
28. Cc1n[nH]c(=S)c2nn(-c3ccccc3)c(C)c12
29. O=C(/C=C/c1ccc(OCCCF)cc1)NCc1cccc(Cl)c1
30. O=C(NCCc1ccncc1)Nc1ccccc1Cl
31. O=S(=O)(NCc1ccccn1)c1cccc2nsnc12

Compound | 26 | 27 | 28 | 29 | 30 | 31
PLK1 kinase inh | -4 | -8 | 1 | -7 | -12 | -11
ERb SRC1 inh | -5 | 1 | nt | nt | -4 | -9
ERa SRC1 inh | -7 | -2 | nt | nt | -1 | 1
Mac1 fbg enh | -1 | 8 | nt | 0 | -3 | -2
Plk1 PBD FP | 7 | -22 | 18 | 26 | 10 | -27
ERa coact pot | 84 | 119 | nt | nt | 130 | 151
Rev-RRE block | 16 | 15 | 6 | 0 | 4 | 4
FAK inh | 1 | 3 | 2 | -2 | 1 | -1
Mac1 fbg inh | 19 | -19 | nt | 10 | -22 | -8

Of the compounds above, these contain four or more nitrogen atoms:
6. COc1ccc(C(C(=O)NCc2ccccc2)N(Cc2ccc3c(c2)OCO3)C(=O)c2cnccn2)cc1 (stereo not drawn)
15. O=C(Nc1ccc2c(c1)OCO2)c1cnn2c(C(F)(F)F)cc(-c3ccco3)nc12
16. CCCCCSc1nnc2c(n1)OC(c1cccn1C)N(C(C)=O)c1ccccc1-2 (stereo not drawn)
20. CCn1c(N2CCN(S(=O)(=O)c3ccccc3C(F)(F)F)CC2)nc2ccccc21
26. Cc1cc(S(=O)(=O)NCC(c2ccccc2)c2ccccc2)ccc1-n1cnnn1
28. Cc1n[nH]c(=S)c2nn(-c3ccccc3)c(C)c12
31. O=S(=O)(NCc1ccccn1)c1cccc2nsnc12

Compound | 6 | 15 | 16 | 20 | 26 | 28 | 31
PLK1 kinase inh | -4 | -7 | -4 | -5 | -4 | 1 | -11
ERb SRC1 inh | 9 | 27 | -3 | 6 | -5 | nt | -9
ERa SRC1 inh | -12 | 26 | -7 | 3 | -7 | nt | 1
Mac1 fbg enh | 2 | 14 | nt | -2 | -1 | nt | -2
Plk1 PBD FP | -9 | 11 | -11 | -11 | 7 | 18 | -27
ERa coact pot | 123 | 85 | 108[fluorescence artefact?] | 97 | 84 | nt | 151
Rev-RRE block | 7 | 7 | 6 | 11 | 16 | 6 | 4
FAK inh | 0 | 1 | -2 | -1 | 1 | 2 | -1
Mac1 fbg inh | -1 | -2 | nt | 7 | 19 | nt | -8
